Screening results as filed in PubChem BioAssay.
C2C12 statin: suppressors of statin myotoxicity in C2C12 myotubes, primary screen, cell-based, single point, plate reader | C2C12 myotubes + simvastatin, ATP luminescence, 48 h; scaled: DMSO 0, geranylgeraniol control 100 | rescue of ATP level, % at 7.49 µM | hit rate 0.78% among 330,000 | AID 602340, 2012;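 active means mean ATP rescue above about 67%, or every replicate alone reaching that limit, limit read from the data, passing the limit was not always enough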;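 further: myotubes were challenged with 10 µM simvastatin during compound exposure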
PGC1a acetyl inh: inhibitors of PGC1a acetylation signal, primary screen, cell-based, U2OS, AlphaScreen, inhibitor mode | AlphaScreen anti-acetyl-lysine; with virally co-expressed GCN5 acetyltransferase | inhibition, % at 15.6 µM | hit rate 0.17% among 350,000;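 active means every replicate shows inhibition of at least 40%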;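 further: 0% = neutral control wells and 100% = positive control wells; some results beyond the cut were filed as inactive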
SIRT5 block: SIRT5 desuccinylase inhibitors, primary screen, biochemical, fluorescence imaging, single point, set 5; NAD-dependent protein deacylase sirtuin-5, mitochondrial (Homo sapiens), Q9NXA8; Purified SirT5, succinyl-peptide AMC, trypsin-coupled fluorescence; inhibition, % at 15 µM; hit rate 1.1% among 330,000; in the data active means inhibition above about 15%
ERAP1 inh: human ERAP1 aminopeptidase inhibitors, primary screen, biochemical, single point, plate reader | Endoplasmic reticulum aminopeptidase 1 (Homo sapiens), Q9NZ08 | recombinant ERAP1, Leu-AMC fluorescence, 60 min | inhibition, % at 10.7 µM | hit rate 0.15% among 340,000;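 active means mean replicate inhibition of at least 30%, or all replicates individually reaching that 30% level; inactive means mean below 30% and not every replicate reaching it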;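 further: 0% = neutral control wells and 100% = L-leucinethiol positive control wells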
Target sequence (Q9NZ08 whole entry, looked up): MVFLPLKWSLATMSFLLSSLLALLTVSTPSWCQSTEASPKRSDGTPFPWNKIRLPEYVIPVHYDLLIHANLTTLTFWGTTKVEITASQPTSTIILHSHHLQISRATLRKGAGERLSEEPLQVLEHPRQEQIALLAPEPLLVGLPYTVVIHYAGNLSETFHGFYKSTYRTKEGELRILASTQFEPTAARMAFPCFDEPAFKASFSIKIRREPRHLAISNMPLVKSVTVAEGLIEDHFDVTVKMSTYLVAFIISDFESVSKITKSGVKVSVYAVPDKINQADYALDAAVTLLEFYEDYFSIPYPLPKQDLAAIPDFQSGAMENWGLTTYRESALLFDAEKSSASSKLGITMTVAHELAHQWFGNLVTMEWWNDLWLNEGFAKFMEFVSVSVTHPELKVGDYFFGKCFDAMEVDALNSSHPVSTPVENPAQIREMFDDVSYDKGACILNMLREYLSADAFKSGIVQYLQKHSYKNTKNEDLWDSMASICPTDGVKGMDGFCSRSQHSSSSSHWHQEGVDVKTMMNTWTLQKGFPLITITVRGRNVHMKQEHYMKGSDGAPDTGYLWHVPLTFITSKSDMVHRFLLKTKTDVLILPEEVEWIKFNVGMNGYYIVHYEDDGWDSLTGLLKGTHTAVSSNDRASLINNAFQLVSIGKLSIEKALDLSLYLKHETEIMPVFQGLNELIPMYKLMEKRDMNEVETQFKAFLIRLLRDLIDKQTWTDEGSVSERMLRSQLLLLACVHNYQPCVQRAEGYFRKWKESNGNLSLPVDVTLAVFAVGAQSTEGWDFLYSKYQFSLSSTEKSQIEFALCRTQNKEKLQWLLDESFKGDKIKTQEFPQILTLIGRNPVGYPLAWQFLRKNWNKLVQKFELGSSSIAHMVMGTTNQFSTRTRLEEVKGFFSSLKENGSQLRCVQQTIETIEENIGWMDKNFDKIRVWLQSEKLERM
Cneo AK release: Cryptococcus neoformans cell lysis inducers, primary screen, AK release luminescence, single concentration; C. neoformans lysis, adenylate kinase release luminescence, 4 h; normalised: neutral wells 0, clomiphene wells 100; lysis activity, % at 15 µM; hit rate 0.2% among 360,000; AID 651654, 2012;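 active means mean lysis activity across replicates of at least 80%, whatever share of replicates individually reach that level; inactive means mean lysis activity below 80%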
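Test system: log-phase Cryptococcus neoformans yeast cells; Quantity: yeast cell density of 5 × 10^6 cells/mL; Buffer or medium: YPD; Doses: single compound concentration per well; Timing: 4 h at 37 °C static, read 1 h later; Measured by: AK luminescence; Read-out basis: lysis from increased AK signal; Control set: Clomiphene as positive control.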
S100A4 MyoIIA: inhibitors of S100A4-myosin IIA peptide binding, primary screen, biochemical, fluorescence polarization, TAMRA-MyoIIA peptide; Protein S100-A4 (Homo sapiens), P26447; inhibition, % at 10.7 µM; hit rate 0.14% among 360,000; AID 652163, 2013;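 active means mean inhibition of at least 70% across replicates, with every replicate also reaching that level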
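incubation = readout 5 min after mixing, signal stable up to 60 min | system = S100A4 monomer protein | buffer or medium = HEPES pH 7.2 with CaCl2, KCl, NaCl, DTT, Triton | benchmarks = neutral control DMSO, positive control TFP | also added = fluorescent myosin IIA peptide, 5 nM | compound dosing = one concentration per compound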
XiGFP reactiv: activators of inactive X chromosome reactivation, primary screen, imaging, XiGFP fibroblasts, GFP high-content imaging, set 2. AID 743238, 2013. XiGFP mouse fibroblasts, % GFP-positive cells imaging, 3 d; cells co-treated with 5-aza-dC sensitizer; scaled so ellipticine positive control = 100%. activation, % at 7.58 µM. hit rate 0.055% among 360,000;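 active means mean normalized replicate activation at least 10% and every replicate at or above 10%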;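 further: 0% = median of on-plate neutral control wells and 100% = ellipticine 6 µM median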
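Schedule: 3 d treatment, 15 min room-temperature fixation; system: 68-5-11 XiGFP fibroblast line; buffer or medium: DMEM plus 5-aza-dC sensitizer; control set: ellipticine 6 µM positive control; compound: one concentration, pinned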
LGR2 antag: inhibitors of bursicon-induced LGR2 CRE-luciferase signal, primary screen, cell-based, HEK293, CRE-luciferase reporter, bursicon stimulation; bursicon-stimulated, 4 h; Drosophila bursicon receptor LGR2 (rickets); inhibition, % at 9.99 µM; AID 720647, 2013; hit rate 0.35% among 380,000;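 active means drop in luminescence signal, shown as inhibition above about 50% in the replicate tests, limit read from the data, passing the limit was not always enough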;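 further: agonist challenge used bursicon conditioned medium at about half maximal strength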
* hit, by the source's call; nt = not tested or not shown.

canonical_smiles	C2C12 statin	PGC1a acetyl inh	SIRT5 block	ERAP1 inh	Cneo AK release	S100A4 MyoIIA	XiGFP reactiv	LGR2 antag
Cc1ccc(S(=O)(=O)N2CCN(C(C)C)CC2)cc1	nt	-3	-2	0	-2	-4	0.0	-2
CO/N=C(\C(=O)O)c1csc(NN=C(C)C)n1	nt	1	5	4	nt	-4	0.2	nt
C[C@@H]1CN([C@H](C)CO)C(=O)c2cc(C3=CCCC3)cnc2O[C@H]1CN(C)C(=O)Nc1ccccc1	48	0	-1	1	-1	-10	-0.6	25
CCCN1C[C@H](C)[C@@H](OC)CN(C)C(=O)c2cc(NS(C)(=O)=O)ccc2OC[C@H]1C	12	-1	nt	nt	-3	nt	0.3	8
Cc1noc(C)c1NC(=O)N[C@@H]1CC[C@@H](CCNC(=O)C2CC2)O[C@H]1CO	-1	5	1	0	2	3	-0.6	-7
C[C@H]1CCCCO[C@@H](CN(C)C(=O)Nc2ccc(F)cc2)[C@@H](C)CN([C@@H](C)CO)C(=O)c2cc(N(C)C)ccc2O1	1	3	nt	nt	nt	nt	-0.8	3
C[C@@H]1CCCCO[C@@H](CN(C)Cc2ccc3c(c2)OCO3)[C@@H](C)CN([C@H](C)CO)C(=O)c2cc(NS(C)(=O)=O)ccc2O1	-8	19	8	0	1	5	0.1	2
CO[C@@H]1CN(C)C(=O)c2ccc(NS(=O)(=O)c3ccc(Cl)cc3)cc2OC[C@H](C)NC[C@@H]1C	-3	8	-4	-2	-1	14	0.1	-8
COc1cc(OC)cc(C(=O)N[C@H](C(=O)OCC(=O)Nc2ccc(OC)c(OC)c2)C(C)C)c1	nt	-3	-3	0	nt	-3	0.0	-82
CC(C)(C)OC(=O)NCCC(=O)N/N=C/c1cccc2nccnc12	9	-1	2	nt	-4	-7	0.0	-4
Cc1cc2nc(CCN(Cc3cccnc3)C(=S)Nc3ccc(F)cc3)[nH]c2cc1C	1	-7	-2	-3	-1	-5	nt	10
CCCN1CCN(S(=O)(=O)c2ccc3c(c2)CC(C)N3C(=O)C2CC2)CC1 (stereo not drawn)	-30	-51	-1	2	22	-6	0.1	-9
CCOC(=O)CCCNC(=O)CN1C(=O)NC(CCc2ccccc2)C1=O (stereo not drawn)	5	10	nt	nt	2	nt	nt	-13
COc1ccc(C(=O)/C(C#N)=N/Nc2ccc([N+](=O)[O-])cc2)cc1	nt	6	14	-3	nt	-1	1.4	13
CN1CCN(S(=O)(=O)c2cccc(C(=O)N3CCN(c4ccccc4)CC3)c2)CC1	14	13	17*	-5	2	-8	0.0	-2
C=CCOc1cccc(/C=C/c2nc3ccccc3c(=O)[nH]2)c1	-11	-10	-2	0	-8	0	0.0	-60
Cc1noc(C)c1NC(=O)Nc1ccc2c(c1)C(=O)N([C@H](C)CO)C[C@H](C)[C@H](CN(C)Cc1ccc(C(=O)O)cc1)O2	-24	3	-5	2	-2	-17	-0.4	-3
NC(=O)COC(=O)c1ccccc1SCC(=O)NC1CCCCCCC1	7	11	-4	1	-1	9	0.3	-2
CCN(CC)CCCNC(=O)c1cn(C)c2ccc(S(=O)(=O)N(C)C)cc2c1=O	-9	1	nt	-3	3	-2	0.1	-9
CCN(CC)C(=O)CNc1ccc(C(F)(F)F)cc1[N+](=O)[O-]	-4	4	nt	nt	-1	nt	-0.1	-2
COC(=O)c1ccccc1S(=O)(=O)NNC(=O)c1nn(C)c(=O)c2ccccc12	9	10	-5	-4	3	-4	0.0	4
NC(=O)c1ccsc1NC(=O)CSc1ccccc1F	13	-5	1	1	1	-7	nt	-43
COc1ccc(C(C)=O)cc1CN1C(=O)C(C)ON=C1c1cccc(C(F)(F)F)c1 (stereo not drawn)	-4	nt	nt	nt	0	-5	0.1	3
Nc1nc(SCC(=O)Nc2cc(C(F)(F)F)ccc2Cl)[nH]c(=O)c1NC(=O)c1ccco1	14	5	-1	5	3	-5	0.4	-7
O=C(NCc1ccccn1)C1CCN(S(=O)(=O)c2ccc(Br)cc2)CC1	-6	-4	-1	-2	1	-6	0.3	4
O=C(Nc1cccc(S(=O)(=O)NC2=NCCCCC2)c1)c1cc(-c2ccccc2)nc2ccccc12	-16	nt	3	1	1	0	-0.1	8
O=C1OCCOC2CCCc3oc(C4=CCCCC4)c1c32 (stereo not drawn)	nt	nt	33*	-5	nt	-6	0.0	4
COc1ccc(CC(=O)Nc2cccc3ccccc23)cc1OC	-1	nt	0	-4	-1	-5	-0.1	3
Cn1cc(Cl)c(/C(N)=N/OC(=O)c2ccccc2C(F)(F)F)n1	1	0	1	1	-5	-3	0.2	-27
COc1ccc(NC(=O)Nc2ccc3c(c2)[C@@H]2C[C@@H](CC(=O)N4CCOCC4)O[C@@H](CO)[C@@H]2O3)cc1	7	1	nt	nt	55	nt	0.3	10
COc1cccc(NC(=O)CN(C)C(=O)c2cc(-c3ccccc3)nc3ccc(C)cc23)c1	-25	9	0	-2	1	-2	0.0	8
CC(C)Oc1cccc(C(=O)Nc2ncn[nH]2)c1	-6	nt	3	-1	-2	0	0.0	2
O=C(NCC1COc2ccccc2O1)c1cc(S(=O)(=O)N2CCOCC2)c(Cl)cc1Cl (stereo not drawn)	0	3	-2	-2	1	-7	0.0	-2
N#C[C@@H]1[C@H](c2ccccc2-c2cccc(F)c2)[C@H](CO)N1C(=O)C1CCCC1	nt	-15	-7	0	nt	1	0.3	-15
CO/N=C(/COc1ccc(F)cc1)c1ccc(OC)cc1	1	30	5	0	2	-1	0.1	19
CCOC(=O)N1CCN(S(=O)(=O)N2CCCC(C(=O)NCc3ccc(C)cc3)C2)CC1 (stereo not drawn)	5	-6	nt	0	2	-2	0.8	4
CCc1cc(=O)[nH]c(SCC(=O)NCc2ccc3c(c2)OCO3)n1	-7	nt	-1	-1	nt	-2	0.1	-5
CC(C)(C)c1ccc(OCC(O)CSc2ncn[nH]2)cc1 (stereo not drawn)	-55	-20	-2	4	-1	-1	nt	-77
O=C1CC(NNc2nc3ccccc3s2)C(=O)N1c1ccccc1 (stereo not drawn)	-4	-13	nt	nt	7	nt	nt	0
CCCCNc1c(-c2cccc(OC)c2)nc2nc(C)cc(C)n12	nt	nt	nt	2	nt	-10	-0.1	-8
CC=Cc1ccc2n(c1=O)C[C@H]1[C@H](CO)[C@@H](C(=O)NCC3CCCCC3)N(C(C)=O)[C@@H]21 (mixture of isomers)	7	nt	-2	2	-2	0	0.0	5
COc1ccc(CCNc2cc(C)[nH]c(=O)c2)cc1OC	2	nt	-5	2	-1	0	0.2	-16
O=C(NCCS(=O)(=O)NC1CCCCC1)c1ccc2c(c1)OCO2	3	nt	-2	1	8	0	0.0	1
Cc1ccc(-c2c[n+](CC(=O)N3c4ccccc4Sc4ccccc43)c3n2CCC3)cc1	nt	nt	-5	3	nt	0	0.0	6
CN1C(=O)c2cc(NC(=O)C3CCCCC3)ccc2OC[C@@H]2O[C@@H](CC(=O)NCCc3ccncc3)CC[C@H]21	-13	-5	-6	-1	-3	7	0.3	5
O=C(COc1nc2ccccc2nc1N1CCOCC1)Nc1cccc(S(=O)(=O)N2CCCCC2)c1	nt	nt	-2	0	1	2	0.0	12
CC(OC(=O)Cc1n[nH]c(=O)c2ccccc12)C(=O)Nc1ccc(S(N)(=O)=O)cc1 (stereo not drawn)	nt	nt	-5	1	nt	16	0.3	-11
Cc1nn(S(=O)(=O)c2cccc([N+](=O)[O-])c2)c(C)c1Br	nt	nt	-2	0	-1	-2	-0.1	4

Two records drawn at random from the list so far:
canonical_smiles	C2C12 statin	PGC1a acetyl inh	SIRT5 block	ERAP1 inh	Cneo AK release	S100A4 MyoIIA	XiGFP reactiv	LGR2 antag
Cc1nn(S(=O)(=O)c2cccc([N+](=O)[O-])c2)c(C)c1Br	nt	nt	-2	0	-1	-2	-0.1	4
CC(OC(=O)Cc1n[nH]c(=O)c2ccccc12)C(=O)Nc1ccc(S(N)(=O)=O)cc1 (stereo not drawn)	nt	nt	-5	1	nt	16	0.3	-11

A different layout for three compounds above:
Second line of a record – C2C12 statin, PGC1a acetyl inh, SIRT5 block, ERAP1 inh, Cneo AK release, S100A4 MyoIIA, XiGFP reactiv, LGR2 antag
- O=C(COc1nc2ccccc2nc1N1CCOCC1)Nc1cccc(S(=O)(=O)N2CCCCC2)c1
    nt, nt, -2, 0, 1, 2, 0.0, 12
- CC(OC(=O)Cc1n[nH]c(=O)c2ccccc12)C(=O)Nc1ccc(S(N)(=O)=O)cc1 (stereo not drawn)
    nt, nt, -5, 1, nt, 16, 0.3, -11
- Cc1nn(S(=O)(=O)c2cccc([N+](=O)[O-])c2)c(C)c1Br
    nt, nt, -2, 0, -1, -2, -0.1, 4

Further structures follow.
canonical_smiles	C2C12 statin	PGC1a acetyl inh	SIRT5 block	ERAP1 inh	Cneo AK release	S100A4 MyoIIA	XiGFP reactiv	LGR2 antag
Cc1ccc(S(=O)(=O)Nc2ccccc2C(=O)Nc2sccc2C(=O)NN(C)C)cc1	-26	3	-2	2	-2	2	0.3	2
COc1ccc(CCNC(=O)c2n[nH]c3ccccc23)cc1	-26	nt	-3	5	4	2	-0.1	nt
CN1c2ccc(-c3cccc(F)c3)cc2[C@H]2[C@H](CCN2C(=O)c2cccc(F)c2)[C@@H]1CO	nt	-19	3	1	nt	5	0.0	3
COC(=O)CCCC1=CC2=C(c3ccccc3)C(=O)C(C)(OC(=O)C3CCCC3)C(=O)C2=CN1C1CC1 (stereo not drawn)	2	nt	2	6	-3	10	0.0	-7
COc1cccc(C(=O)N(CN2CCCC2=O)c2cc(C)on2)c1	4	-7	-14	3	2	-1	nt	-3

Only part of the results is shown; count on the stated rates, not on these rows.
